High-throughput results: PubChem BioAssay, several laboratories
C1s block: blocks human complement C1s protease activity; P09871; purified C1s, fluorogenic AMC substrate, pooled mixtures; mean inhibition % of two 10-compound mixtures (active compounds read high), % at 5 µM (by protocol); 0.16% of 62,000 active;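 active = inhibition above 20% in each of the two 10-compound mixture wells holding the compound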;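 also: 0% = enzyme wells lacking compound mixture and 100% = no-enzyme blank wells; some compounds called inactive have numbers as strong as hits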
CatL block: inhibitors of human cathepsin L; purified cathepsin L, fluorogenic substrate, fluorescence; AID 460; inhibition, %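 (tested at 10 µM)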; 0.17% of 58,000 active; in the data active = inhibition above about 45%;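 also: 0% = enzyme with no compound and 100% = no enzyme blank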
Target sequence (P07711 114-288 limits assumed): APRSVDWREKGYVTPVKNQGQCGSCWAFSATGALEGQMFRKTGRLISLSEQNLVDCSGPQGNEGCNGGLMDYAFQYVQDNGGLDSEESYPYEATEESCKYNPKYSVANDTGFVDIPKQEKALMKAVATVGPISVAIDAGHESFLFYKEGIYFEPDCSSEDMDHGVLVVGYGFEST
Target sequence (P07711 292-333 limits assumed): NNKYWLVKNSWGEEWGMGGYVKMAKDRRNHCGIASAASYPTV
MKP-1 inh: blocks human MKP-1 phosphatase activity | 0.15% of 65,000 active | P28562 | AID 374 | recombinant MKP-1, OMFP hydrolysis fluorescence | inhibition, %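 (compounds tested at a single concentration somewhere between 10 and 100 µM)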;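 active = inhibition above about 50%, limit read from the data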;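 also: 0% = DMSO max control wells and 100% = wells with enzyme stopped by NaOH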
FXIIa mix inh: blocks human factor XIIa in pooled compound mixtures | purified FXIIa, fluorogenic substrate | inhibition, % at 5 µM | 0.2% of 62,000 active | AID 684;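 also: 0% = enzyme without compound and 100% = no enzyme blank; some results filed as inactive read as strong as hits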
Cdc25B inh: inhibitors of human Cdc25B phosphatase; 0.1% of 65,000 active; inhibition, %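 (compounds tested at 10 µM final in the well)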; recombinant Cdc25B, OMFP fluorescence Ex485/Em525; in the data active = inhibition above about 50%
Hsp90 block: displaces geldanamycin probe from tumor Hsp90; P07900; NCI-N417 lysate Hsp90, Cy3B-geldanamycin FP displacement; inhibition, % at 30 µM; 0.35% of 64,000 active;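 active = inhibition above 50%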;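 also: 0% = tracer plus lysate wells and 100% = tracer alone without lysate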
HTR1A agonist: 5-HT1a (human) receptor agonism | P08908 | CHO 5-HT1a Ga15 NFAT-bla reporter, FRET ratio; 0% basal, 100% maximal reference agonist | activation, % at 10 µM | 0.56% of 65,000 active;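 active = activation above the screen-wide mean activation plus 3 SD, cut at about 19% in these data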;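 also: 0% = DMSO wells and 100% = 5-CT at EC100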
Cathepsin G inh: blocks human cathepsin G enzyme activity; purified enzyme, AMC-tetrapeptide fluorescence, pooled mixtures; inhibition, % at 5 µM (by protocol); 0.2% of 62,000 active; AID 581;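 active = inhibition above 20% in each of the two mixture wells holding the compound; inactive = inhibition of 20% or less in either well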;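 also: 0% = enzyme control without mixture and 100% = blank lacking enzyme; strong numbers were not always called active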
Target sequence (P08311 21-244 limits assumed): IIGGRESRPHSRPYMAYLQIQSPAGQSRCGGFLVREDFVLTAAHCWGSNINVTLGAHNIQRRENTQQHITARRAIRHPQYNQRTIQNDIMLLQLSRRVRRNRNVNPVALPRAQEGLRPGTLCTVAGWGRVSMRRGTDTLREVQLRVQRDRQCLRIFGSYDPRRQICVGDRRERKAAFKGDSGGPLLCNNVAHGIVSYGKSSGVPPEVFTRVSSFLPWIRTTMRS
FXIa inh mix: factor XIa (human) inhibition, mixture screen | P03951 | purified FXIa, fluorogenic substrate, pooled mixtures | inhibition, % at 5 µM | 0.19% of 62,000 active | AID 680;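 also: each value is inhibition by a whole ten-compound pool holding the compound; 0% = enzyme with no mixture and 100% = wells lacking enzyme; strong numbers were not always called active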
Target sequence (P03951 19-387 limits assumed): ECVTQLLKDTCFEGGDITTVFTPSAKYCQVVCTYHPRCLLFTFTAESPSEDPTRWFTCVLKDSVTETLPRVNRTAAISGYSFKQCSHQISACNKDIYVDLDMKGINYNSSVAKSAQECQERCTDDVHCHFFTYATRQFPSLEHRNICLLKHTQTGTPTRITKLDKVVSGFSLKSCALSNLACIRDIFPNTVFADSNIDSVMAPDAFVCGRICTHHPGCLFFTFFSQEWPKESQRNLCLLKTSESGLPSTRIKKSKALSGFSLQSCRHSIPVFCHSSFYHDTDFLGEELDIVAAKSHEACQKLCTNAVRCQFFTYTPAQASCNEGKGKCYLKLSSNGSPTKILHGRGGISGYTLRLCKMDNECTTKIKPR
Target sequence (P03951 388-625 limits assumed): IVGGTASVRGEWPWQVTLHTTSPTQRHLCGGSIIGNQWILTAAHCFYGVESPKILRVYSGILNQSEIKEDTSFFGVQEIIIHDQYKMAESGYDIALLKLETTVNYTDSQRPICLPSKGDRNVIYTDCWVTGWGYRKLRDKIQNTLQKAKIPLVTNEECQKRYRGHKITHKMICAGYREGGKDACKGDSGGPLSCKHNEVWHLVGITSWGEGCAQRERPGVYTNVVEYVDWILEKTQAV
* hit, by the source's call; x = no result given. Rule as the data show it, unless noted: active = inhibition above about 20% (passing the limit was not always enough); inactive = the rest.

Values run as follows: C1s block | CatL block | MKP-1 inh | FXIIa mix inh | Cdc25B inh | Hsp90 block | HTR1A agonist | Cathepsin G inh | FXIa inh mix
1	COc1ccc(C(c2nnnn2Cc2ccc(F)cc2)N2CCN(c3ccccc3)CC2)cc1 (configuration not stated)
→ 10 | 2 | -16 | 2 | -5 | 0 | -2.7 | 13 | 7
2	CCOC(=O)c1ccc(N2CC(O)=C(c3nc4ccccc4c(=O)[nH]3)C2=N)cc1
→ x | -8 | 18 | x | -6 | -14 | 1.9 | x | x
3	COc1ccc(N2CC(C(=O)OCC(=O)c3cccc(OC)c3)CC2=O)cc1 (configuration not stated)
→ 3 | x | -2 | -7 | 6 | -2 | -3.3 | 10 | -2
4	Cc1ccnc(NC(=O)CSc2cc(=O)n(C)c3ccccc23)c1
→ 14 | -2 | 18 | 2 | 12 | -2 | -1.6 | 13 | 9
5	CCOc1cc2c3c(c1)C1(OCCO1)C(=O)N3C(C)(C)CC2C (configuration not stated)
→ -13 | 4 | 4 | 8 | -7 | -4 | -0.4 | -2 | 15
6	CC(Sc1ccc2nnc(-c3ccc(F)cc3)n2n1)C(=O)O (configuration not stated)
→ 0 | 54* | 2 | 0 | -2 | 2 | -1.2 | 3 | 6
7	CC(C)c1cc(C(=O)N2CCN(C(c3ccccc3)c3ccccc3)CC2)no1
→ -4 | 2 | 1 | 9 | -5 | -3 | 1.6 | -1 | 6
8	Cc1ccc(NCc2nnc(SCC(=O)N3CCc4ccccc43)n2C)cc1
→ -10 | -2 | 30 | 2 | 12 | -1 | 2.0 | -5 | 6
9	CCOc1ccc(NC2=NC(C(=O)NCc3ccccc3)CC(=O)N2)cc1 (configuration not stated)
→ 4 | 55* | 20 | 12 | -8 | 4 | -1.0 | 4 | -3
10	COCCNC(C)C(=O)C12CC3CC(CC(C3)C1)C2 (configuration not stated)
→ 9 | -4 | -14 | 5 | -13 | -2 | -0.7 | 3 | 8
11	O=C(O)c1ccc(S(=O)(=O)c2ccc3c(c2)C(=O)N(CC2CCCO2)C3=O)cc1 (configuration not stated)
→ -41 | 6 | 2 | 6 | -6 | 0 | -1.1 | 5 | 5
12	CCCOP(=O)(c1ccc(N(C)C)cc1)C(O)c1cc(OC)c(OC)c(OC)c1 (configuration not stated)
→ -27 | 9 | 28 | 12 | -1 | 3 | -3.5 | 4 | 2
13	CC1C=CCC2C(=O)N(c3cccc(C(=O)N4CCCCCC4)c3)C(=O)C12 (configuration not stated)
→ 3 | -4 | 20 | 7 | -2 | -3 | -1.4 | 9 | 3
14	Cc1cc(C(=O)CCC(=O)N2CCN(S(=O)(=O)c3cccs3)CC2)c(C)s1
→ -1 | 22 | -2 | 4 | 2 | -3 | 0.1 | 12 | 13
15	CCC(CC)C(=O)Nc1c2c(nn1-c1ccc(OC)cc1)CS(=O)C2 (configuration not stated)
→ -46 | 4 | -15 | 1 | -4 | 0 | -0.3 | -11 | 2
16	CCn1c(=O)cc(SCC(=O)NCCCN2CCN(c3ccc(F)cc3)CC2)c2ccccc21
→ -27 | 5 | 11 | 4 | -16 | -1 | 3.7 | -7 | 2
17	Cc1ccc(SC(C)C(=O)N2CCCC2)cc1 (configuration not stated)
→ 5 | 14 | -7 | -17 | -8 | 2 | -2.1 | 9 | -1
18	Cc1cc2c(cc(C(=O)O)n2C)s1
→ -13 | 2 | -3 | -1 | -2 | -4 | -3.0 | -4 | -3
19	CCC(=O)NC(=Nc1nc2ccccc2s1)NC(=O)CC
→ -9 | x | -3 | 0 | 5 | 1 | 0.0 | 6 | 0
20	Cn1c(C(=O)OCC(=O)NCc2cccs2)cc2sccc21
→ 10 | 8 | -15 | 2 | -4 | 2 | -1.1 | 11 | 16
21	CCCC(c1nnnn1CCOC)N1CCN(C(=O)c2ccco2)CC1 (configuration not stated)
→ 7 | 2 | -1 | -14 | -11 | -2 | -0.7 | -3 | 2
22	Nc1nnc(SCc2ccc(F)cc2Cl)s1
→ -31 | 16 | 6 | -1 | -8 | -1 | -3.5 | 5 | -3
23	O=C1O/C(=C\C(=O)N2CCOCC2)c2ccccc21
→ 15 | 14 | 10 | -19 | 0 | -2 | -0.8 | 12 | 3
24	COc1cc(C2C(C#N)=C(N)Oc3cc(C)n(Cc4ccccn4)c(=O)c32)cc2c1OCO2 (configuration not stated)
→ x | 15 | 1 | x | 28 | -1 | -0.1 | x | x
25	COCCNC(=O)NC(=O)COC(=O)C12CC3CC(CC(NC(C)=O)(C3)C1)C2
→ 28 | x | 12 | 3 | -3 | -1 | -1.2 | 10 | 5
26	CC(C)Oc1cc(O)c2c(=O)c(-c3ccc(O)cc3)coc2c1
→ 6 | 15 | -4 | 10 | 0 | -5 | -1.2 | 2 | 2
27	Cc1ccc(-n2c(SCc3cn4ccsc4n3)nc3ccccc3c2=O)cc1
→ -21 | 1 | 31 | -15 | 25 | -4 | 3.2 | -4 | 4
28	Cc1c(NC(=O)C2CC=CCC2C(=O)O)c(=O)n(-c2ccccc2)n1C (configuration not stated)
→ 0 | 10 | 9 | -1 | 2 | -3 | -1.4 | 7 | -5
29	Cc1cc(NC(=O)COC(=O)CSc2nc3cc(Cl)ccc3n2Cc2ccccc2)no1
→ 15 | -5 | 28 | 5 | -4 | -1 | -0.2 | 11 | 7
30	Cc1ccc(C(CC(=O)N2CCOCC2)c2ccco2)cc1 (configuration not stated)
→ -4 | 10 | 32 | -23 | -9 | -9 | -0.3 | -2 | 0

Three compounds out of the list above, ordered by their value in Cdc25B inh, descending.
cpd	mol	C1s block	CatL block	MKP-1 inh	FXIIa mix inh	Cdc25B inh	HTR1A agonist	Cathepsin G inh	FXIa inh mix
19	CCC(=O)NC(=Nc1nc2ccccc2s1)NC(=O)CC	-9	x	-3	0	5	0.0	6	0
6	CC(Sc1ccc2nnc(-c3ccc(F)cc3)n2n1)C(=O)O (configuration not stated)	0	54*	2	0	-2	-1.2	3	6
9	CCOc1ccc(NC2=NC(C(=O)NCc3ccccc3)CC(=O)N2)cc1 (configuration not stated)	4	55*	20	12	-8	-1.0	4	-3

More compounds follow:
Values run as follows: C1s block | CatL block | MKP-1 inh | FXIIa mix inh | Cdc25B inh | Hsp90 block | HTR1A agonist | Cathepsin G inh | FXIa inh mix
31	COc1cc(C2NC(=O)NC(C)=C2C(=O)OCC2CCCO2)ccc1O (configuration not stated)
→ 12 | 13 | -7 | 2 | -3 | -2 | -1.2 | 7 | 1
32	COc1ccc(-c2nnc(SCC(=O)c3ccc(C)o3)o2)cc1
→ x | x | 2 | x | 4 | -6 | -1.1 | x | x
33	O=C(Nc1cccc(F)c1)C1CCN(C(=O)Cc2ccccc2)CC1
→ -24 | 5 | 0 | 7 | -1 | -4 | 0.8 | -1 | 7
34	Cc1ccc(NC(=O)CN2C(=O)NC3(CCC(C)CC3)C2=O)c(Cl)c1 (configuration not stated)
→ 20 | -4 | 10 | 4 | -6 | -2 | -2.7 | 12 | 7
35	Cc1ccc(NC(=O)c2ccc(F)c(S(=O)(=O)N3CCOCC3)c2)cc1F
→ 2 | 13 | 2 | -17 | 2 | -3 | -2.3 | 0 | -4
36	Cc1cccc(C)c1NC(=O)CSc1nnc(-c2ccoc2C)n1C
→ 10 | 4 | -23 | 3 | -7 | -1 | 1.6 | 9 | 2
37	Cc1cc(C)c(NC(=O)CN2CCN(C)CC2)c(C)c1
→ -4 | -5 | 14 | -40 | -2 | -2 | -1.1 | -2 | 5
38	O=c1c2cc3ccccc3n2cnn1Cc1ccccc1F
→ 7 | -7 | -7 | 4 | 12 | 0 | -0.8 | 36 | 14
39	COC(=O)c1cccc(S(=O)(=O)N2CCN(c3nc4ccccc4s3)CC2)c1
→ -11 | 1 | 5 | -11 | 4 | 2 | -0.4 | -7 | -2
40	O=C(CCNc1ccc(F)c(Cl)c1)c1ccco1
→ 28 | x | 13 | 11 | 0 | 0 | -3.5 | 32 | 5
41	O=C(Nc1nnc(CCN2CCCCC2)s1)C1CCCCC1
→ 1 | 6 | -12 | 2 | 0 | -2 | 0.4 | 4 | 1
42	O=C(NCc1ccco1)c1cc(-c2cccc(Cl)c2)on1
→ -6 | 16 | 2 | 2 | 0 | -4 | 0.2 | 10 | 10
43	O=C(CSc1ncnc2c1oc1ccccc12)OCc1ccccc1
→ 14 | -4 | -2 | 1 | -6 | -10 | 0.0 | 9 | 5
44	Cc1ccc2c(c1)c1c3n2CCN(C(=O)C2CC2)C3CCC1 (configuration not stated)
→ -56 | x | 0 | 3 | -12 | -2 | -2.6 | 8 | -1
45	CC(C)(C)C1=C(C#N)C(c2cc3c(cc2Br)OCO3)C(C#N)=C(N)O1 (configuration not stated)
→ -5 | 1 | 10 | 27 | 19 | -3 | -0.8 | -1 | 6
46	CCOC(=O)N(C)c1ccc(C(O)(C(F)(F)F)C(F)(F)F)cc1
→ 10 | -5 | -16 | 6 | 4 | -2 | -1.4 | 12 | 4
47	CC(NC(=O)CNC(=O)OCc1ccccc1)C(=O)N1CC(O)CC1C(=O)OCc1ccccc1 (configuration not stated)
→ -1 | 10 | 4 | 9 | -1 | -3 | -3.6 | -1 | -1
48	CCN(CC)CCCN1C(=O)C(=O)/C(=C(/O)c2ccc3c(c2)CC(C)O3)C1c1cccnc1 (configuration not stated)
→ x | 3 | -19 | x | -2 | -1 | 0.8 | x | x
49	COCCNC(=O)c1sc2nc(-c3ccccc3)cn2c1C
→ -18 | 9 | 18 | -29 | 0 | -2 | -2.7 | -1 | 8
50	Cc1cccc(-c2c3c(=O)n(C)c(=O)n(C)c3cn2C(C)C)c1
→ -14 | 1 | -11 | 13 | 1 | -2 | 0.3 | 1 | -1
51	COc1cccc(-c2nnc(SCC(=O)N3CCOCC3)o2)c1
→ 25 | -6 | 13 | 7 | 2 | 2 | -2.4 | -2 | 3
52	C=CCNC(=O)C1CC(=O)N(c2ccc(OCC(=O)NCc3ccccc3)cc2)C1 (configuration not stated)
→ -116 | x | 1 | 1 | -2 | -7 | -1.5 | -18 | -43
53	COc1cc(Nc2cc(C)nc3ncnn23)cc(OC)c1
→ -1 | 16 | 11 | 2 | 1 | -2 | -1.7 | 8 | 0
54	COc1cccc(OC)c1C(=O)N1CCOCC1
→ 1 | -3 | -7 | -6 | -6 | 0 | -3.7 | 6 | 4
55	N#Cc1nc(-c2ccc(F)cc2)oc1NCc1cccc2c1OCO2
→ -25 | 14 | 11 | 7 | -6 | -1 | -1.9 | -3 | 0
56	O=C(C1CCC(C(=O)N2CCCCC2)CC1)N1CCCCC1 (configuration not stated)
→ -26 | 21 | -2 | -2 | -5 | -4 | -0.9 | -2 | 4
57	O=C(Nc1ccccc1)c1cccc(N2CCCC2=O)c1
→ -4 | 1 | -5 | 5 | -2 | -6 | -2.8 | -1 | 2
58	CC1CC(C)CN(c2nc3c(c(=O)[nH]c(=O)n3C)n2CCCSc2nc3ccccc3s2)C1 (configuration not stated)
→ -20 | 9 | 1 | 11 | -6 | -3 | 0.1 | -7 | -1
59	Cn1c(=O)n(C)c2cc(S(=O)(=O)N3CCOCC3)ccc21
→ 11 | 10 | 8 | 6 | 4 | 0 | 1.1 | 7 | 9
60	CCOC(=O)c1c(C)c2c(n1C)CCC/C2=N\O
→ -43 | 13 | -23 | -13 | -7 | -3 | 0.1 | -8 | -7
61	CCN1CCCC1CN(Cc1cc2cc(C)ccc2[nH]c1=O)C(=O)Nc1ccccc1OC (configuration not stated)
→ 5 | -9 | 16 | 12 | 4 | 1 | -1.1 | 2 | 6

One compound at a time (already shown).
`O=C(CCNc1ccc(F)c(Cl)c1)c1ccco1` is listed with C1s block: 28; CatL block: x; MKP-1 inh: 13; FXIIa mix inh: 11; Cdc25B inh: 0; Hsp90 block: 0; HTR1A agonist: -3.5; Cathepsin G inh: 32; FXIa inh mix: 5
`Cc1ccc(NC(=O)CN2C(=O)NC3(CCC(C)CC3)C2=O)c(Cl)c1` (configuration not stated) is listed with C1s block: 20; CatL block: -4; MKP-1 inh: 10; FXIIa mix inh: 4; Cdc25B inh: -6; Hsp90 block: -2; HTR1A agonist: -2.7; Cathepsin G inh: 12; FXIa inh mix: 7
